PG9 binder: small molecules binding HIV-1 gp120 antibody PG9 | TR-FRET gp120-PG9 antibody binding | inhibition, % at 6.7 µM | 0.43% of 360,000 active; in the data active = inhibition above about 8.5%
HTRA1 inh: blocks human HTRA1 serine peptidase; Q92743; recombinant HTRA1, FP-rhodamine activity-based probe, fluorescence polarization; inhibition, % at 5.96 µM; 0.5% of 340,000 active; AID 504803; in the data active = inhibition above about 36%;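 also: 0% = enzyme with DMSO and 100% = wells lacking enzyme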
Target sequence (Q92743 whole entry, looked up): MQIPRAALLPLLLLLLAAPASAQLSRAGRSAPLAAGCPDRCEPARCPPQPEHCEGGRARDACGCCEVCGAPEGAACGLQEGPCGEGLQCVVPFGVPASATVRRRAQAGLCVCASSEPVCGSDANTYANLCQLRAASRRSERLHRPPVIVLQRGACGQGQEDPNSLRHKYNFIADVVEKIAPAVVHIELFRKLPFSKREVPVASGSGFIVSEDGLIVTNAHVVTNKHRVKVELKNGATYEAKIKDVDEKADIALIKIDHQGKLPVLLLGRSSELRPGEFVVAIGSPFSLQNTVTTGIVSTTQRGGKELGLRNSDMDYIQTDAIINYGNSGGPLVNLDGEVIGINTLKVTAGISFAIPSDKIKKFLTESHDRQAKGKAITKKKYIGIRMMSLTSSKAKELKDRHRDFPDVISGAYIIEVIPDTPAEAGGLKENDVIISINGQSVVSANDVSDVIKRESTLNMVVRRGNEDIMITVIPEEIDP
UHRF1 binding: blocks human UHRF1 binding to methylated DNA | 0.75% of 370,000 active | Q96T88 | UHRF1 binding to methylated oligo, TR-FRET | inhibition, % at 4.4 µM | AID 687016; in the data active = inhibition above about 21%;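 also: UHRF1 SRA domain binding a hemimethylated CpG hairpin DNA probe; 0% = median of test compound wells and 100% = reference inhibitor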
PRMT1 FP inh: inhibitors of human PRMT1; recombinant PRMT1, activity-based probe fluorescence polarization; inhibition, % at 2.79 µM; 1.3% of 370,000 active;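 active = inhibition above about 21% made by adding two undisclosed values, limit read from the data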
rCAG RNA binder: r(CAG) repeat RNA binding | TO-PRO-1 dye displacement fluorescence | inhibition, % at 3 µM | 1.3% of 370,000 active;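 active = inhibition above the plate cutoff, the mean of all test compounds on that plate plus 3 SD, cut at about 35% in these data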;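 also: 0% = DMSO alone and 100% = 100 µM mitoxantrone as full dye displacement; higher means more dye released from RNA so lower well fluorescence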
MBD2 inh: blocks human MBD2 binding to methylated DNA. AID 686964. Q9UBB5. 0.31% of 370,000 active. inhibition, % at 4.4 µM. TR-FRET, MBD2 binding to methylated oligonucleotide; in the data active = inhibition above about 13%
Target sequence (Q9UBB5 whole entry, looked up): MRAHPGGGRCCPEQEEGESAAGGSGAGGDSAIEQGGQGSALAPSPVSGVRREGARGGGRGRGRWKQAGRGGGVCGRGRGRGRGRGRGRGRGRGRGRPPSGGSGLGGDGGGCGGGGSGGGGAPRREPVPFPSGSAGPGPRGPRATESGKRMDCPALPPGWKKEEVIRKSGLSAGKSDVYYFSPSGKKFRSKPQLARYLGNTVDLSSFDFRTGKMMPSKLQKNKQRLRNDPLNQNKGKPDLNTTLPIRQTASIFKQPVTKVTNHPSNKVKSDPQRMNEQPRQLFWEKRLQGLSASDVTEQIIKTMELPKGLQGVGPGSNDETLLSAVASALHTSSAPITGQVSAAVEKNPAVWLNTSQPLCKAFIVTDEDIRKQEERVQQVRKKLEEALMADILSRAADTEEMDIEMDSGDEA
NR1D1 modulator: modulators of human Rev-erb alpha DNA binding; P20393; Rev-erbα–FITC-DNA binding, fluorescence polarization, 90 min; activity, % at 10 µM; 0.79% of 370,000 active; AID 1259318;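 active = activity above about 14%, limit read from the data; passing the limit was not always enough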;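 also: 0% = DMSO wells with 35 nM protein and 100% = DMSO wells with 750 nM protein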
LEDGF integ inh: blocks HIV-1 LEDGF/p75-dependent DNA integration | TR-FRET IN-LEDGF/p75 DNA integration, Eu/Cy5 | inhibition, % at 3.7 µM | 0.64% of 370,000 active;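 active = inhibition above the screen-wide mean plus 3 SD, cut at about 13% in these data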;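 also: signal is the Cy5 over europium emission ratio at 671 and 618 nm; 0% = plate median of compound wells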
mABHD4 FP: inhibits mouse alpha/beta hydrolase domain 4; purified mABHD4, FP-Rh probe fluorescence polarization; inhibition, % at 8.92 µM; 0.54% of 370,000 active; AID 720543;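 active = inhibition exceeding the mean over every tested compound plus 3 SD, cut at about 30% in these data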;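 also: 0% = plate median of compound wells and 100% = S159A mutant with DMSO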
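Assay system: Wild-type mouse ABHD4 protein | Medium: HEPES pH 7.0 buffer, 150 mM NaCl, 0.01% Pluronic F-127 | Incubation: Enzyme–compound pre-incubation 45 min, then probe 60 min, both 25 °C | Technique: Fluorescence polarization with parallel and perpendicular emission, 525/598 nm | Evaluation: % inhibition of FP-Rh probe binding versus controls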
TCR CD3 inh: human TCR-CD3 binding inhibition | TAMRA-labeled TCR probe fluorescence, biochemical | inhibition, % at 9.4 µM | 0.37% of 360,000 active | AID 651800; in the data active = inhibition above about 19%;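 also: recombinant mutant TCR 2C K166C tagged with TAMRA read by polarization; 0% = receptor in buffer alone and 100% = receptor with positive control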
* = called active by the depositor; nt = not tested or not shown. These rows are one share of the data; count on the stated rates, not on these rows.

SMILES	PG9 binder	HTRA1 inh	UHRF1 binding	PRMT1 FP inh	rCAG RNA binder	MBD2 inh	NR1D1 modulator	LEDGF integ inh	mABHD4 FP	TCR CD3 inh
CCN(CC(=O)Nc1ccc(NC(C)=O)cc1)C(=O)/C=C/c1cn(Cc2ccccc2)nc1-c1cccnc1	-0.6	-1	-1	-3	0	-1	4	2	-5	6
CCC(C)(C)n1nnnc1C(c1ccncc1)N1CCN(c2cccc(OC)c2)CC1 (stereo unspecified)	-1.3	1	3	-4	0	0	nt	3	-8	-7
O=C(C[n+]1ccc(C(=O)N/N=C/c2ccc(OCc3ccccc3)cc2)cc1)c1ccccc1	-4.3	7	-5	5	11	-1	-5	1	6	-1
CCn1c(C)nc2c(C)[n+](CC(=O)c3ccc(Br)cc3)ccc21	-2.2	7	0	0	1	-3	3	-3	-3	0
C[C@H](CO)N1C[C@H](C)[C@H](CN(C)C(=O)Nc2cccc(C(F)(F)F)c2)OCc2cnnn2CCCC1=O	1.5	6	0	2	1	2	-12	4	-2	-6
CC(C)Cn1c(N)c(C(=O)COC(=O)c2cc(S(=O)(=O)N3CCOCC3)ccc2Br)c(=O)n(C)c1=O	0.1	-17	1	0	5	1	-2	2	-6	3
CC(C)c1ccc(NC(=O)Nc2cnccn2)cc1	-1.9	0	-3	2	-1	-1	3	1	-5	8
CCCCN(C(=O)c1c(CC)noc1C)c1c(N)n(CC(C)C)c(=O)[nH]c1=O	-0.1	-7	-1	1	1	0	-3	0	1	0
Cc1ccc(-n2nc3c(=O)n(C(C)C(=O)NC4CC4)nc(C)c3c2C)cc1 (stereo unspecified)	-3.0	2	-3	0	-2	-1	-4	3	-1	2
COCCNc1nnc(SCC(=O)Nc2nnc(-c3ccccc3)o2)s1	-1.1	0	0	-7	5	-6	-2	0	-1	5
O=C(Nc1cccc(NC(=O)c2ccccc2Cl)c1)c1ccc(F)cc1	-1.9	-23	27*	2	-2	0	4	-1	-4	-4
CCCCOc1ccc(C(=O)NCC(=O)NC2CC2)cc1	-0.5	3	4	3	-4	5	2	-3	-3	-10
C=CCNC(=O)NC(=O)COC(=O)COc1ccc(Br)cc1F	-1.2	3	-2	-1	-3	-4	1	0	-1	3
CCOc1ccc(-c2nn(-c3ccccc3)cc2/C=C2\SC(N)=NC2=O)cc1C	0.2	-23	-1	-4	6	-4	-31	4	-2	-2
Cc1cc(C)c(NC(=O)/C(C#N)=C/c2ccc(OCc3ccc(F)cc3)cc2)c(C)c1	0.7	0	-4	-4	1	3	0	0	-6	3
Cc1cc2c(cc1C)NC(c1ccccn1)C1=C(CC(C)(C)CC1=O)N2 (stereo unspecified)	-3.7	5	-3	-1	0	0	0	-1	0	-9
O=C(CSc1ccc(-c2ccc(Cl)cc2)nn1)NC1CCCC1	-2.4	4	-1	1	-1	0	3	2	-5	5
COc1cc(CN2C[C@@H](CO)O[C@@H](n3cnc4c(N(C)C)ncnc43)C2)cc(OC)c1OC	-2.0	nt	0	0	-2	1	-1	0	3	4
C=C1CCC[C@]2(C)C[C@H]3OC(=O)C(CN4CCOCC4)[C@H]3C[C@@H]12 (stereo partly specified)	-0.7	-2	-1	-2	-2	1	-1	-2	-1	1
Cc1nc2ccc(NS(=O)(=O)c3ccc(F)cc3F)cc2s1	-0.9	6	-4	-2	9	-3	-2	-1	1	-5

Pulled by compound from the entries so far (5):
SMILES	PG9 binder	HTRA1 inh	UHRF1 binding	PRMT1 FP inh	rCAG RNA binder	MBD2 inh	NR1D1 modulator	LEDGF integ inh	mABHD4 FP	TCR CD3 inh
O=C(Nc1cccc(NC(=O)c2ccccc2Cl)c1)c1ccc(F)cc1	-1.9	-23	27*	2	-2	0	4	-1	-4	-4
CCCCN(C(=O)c1c(CC)noc1C)c1c(N)n(CC(C)C)c(=O)[nH]c1=O	-0.1	-7	-1	1	1	0	-3	0	1	0
Cc1cc(C)c(NC(=O)/C(C#N)=C/c2ccc(OCc3ccc(F)cc3)cc2)c(C)c1	0.7	0	-4	-4	1	3	0	0	-6	3
Cc1cc2c(cc1C)NC(c1ccccn1)C1=C(CC(C)(C)CC1=O)N2 (stereo unspecified)	-3.7	5	-3	-1	0	0	0	-1	0	-9
CCOc1ccc(-c2nn(-c3ccccc3)cc2/C=C2\SC(N)=NC2=O)cc1C	0.2	-23	-1	-4	6	-4	-31	4	-2	-2

Continued.
SMILES	PG9 binder	HTRA1 inh	UHRF1 binding	PRMT1 FP inh	rCAG RNA binder	MBD2 inh	NR1D1 modulator	LEDGF integ inh	mABHD4 FP	TCR CD3 inh
COc1cc(C(=O)NC(=S)NCc2ccncc2)cc(OC)c1OC	-2.2	5	-1	-9	1	-3	-2	4	1	5
CC(C)NC(=O)CC1Nc2c3ccccc3nc(=S)n2C1=O (stereo unspecified)	1.8	1	1	4	0	1	2	-4	0	-10
CCn1c(=O)c2c(cnn2C)c2ccccc21	1.2	0	10	4	2	6	6	2	-9	-4
CCCNC(=O)C1(C)CCN1C(=O)Cc1ccc(C(C)(C)C)cc1 (stereo unspecified)	-1.6	nt	2	1	-3	-1	7	-3	5	-10
CCOC(=O)N/N=C/c1cn(Cc2ccc(Cl)cc2)c2ccccc12	-3.8	-9	2	-1	3	0	3	1	-2	3
CCOC(=O)N1CCN(C(=O)CNS(=O)(=O)c2c(C)cc(C)cc2C)CC1	0.9	1	-1	-3	-2	-1	-1	-4	3	-1
CCOC(=O)C1=C(C)NC(C)=C(C(=O)OCC)C1C(=O)OCC(N)=O	0.7	5	-1	2	-6	0	-3	-4	3	-10
Cc1cc(-c2n[nH]c(=S)n2Cc2ccccc2)cs1	-1.3	10	-1	0	2	-2	-1	-2	4	7
CC1CN(CCOc2ccccc2C(C)C)CC(C)O1 (stereo unspecified)	-1.8	1	-2	-1	-8	-2	5	1	11	-4
C=CCn1c(CCNC(=O)c2cccs2)nnc1SCC(=O)c1cccc([N+](=O)[O-])c1	0.0	-7	1	1	6	5	0	1	6	-5
CCCCCCn1cc(CN2CC(N(C)CCC)CS2(=O)=O)nn1 (stereo unspecified)	-3.0	nt	15	0	-1	2	0	-7	8	-1
Cc1ccc(OCCn2ccnc2)c([N+](=O)[O-])c1	-1.0	-3	3	1	-1	-2	0	3	3	6
CC(C)c1nc(SCC(=O)NCc2ccccc2)n[nH]1	-1.0	11	-1	-4	-1	-1	-2	-2	1	1
CCN1C(=O)/C(=C2/C=Cc3ccccc3N2CC)SC1=S	-1.6	12	4	1	2	-3	16	-2	5	-5
CCNC(=O)N(C)c1c(CC)nc2ccc(C(=O)N3CCN(C(C)=O)CC3)cn12	1.2	nt	0	3	0	4	-2	3	-5	4
CCOC(=O)c1c(C)[nH]c(C(=O)COC(=O)C2(C)CC2(Cl)Cl)c1C (stereo unspecified)	-1.0	-21	8	-3	-7	5	-4	-2	-2	11
OCCCNc1cc(-c2ccnc(Nc3cccc(Cl)c3)n2)ccn1	-1.5	-53	-2	1	8	-4	-6	0	-32	2
Nc1ccc2sc(N)nc2c1	-1.1	-5	-3	1	-3	-2	-4	0	9	4
Cc1ccc(C(=O)NCC(c2ccc(F)cc2)N2CCOCC2)cc1S(=O)(=O)N1CCOCC1 (stereo unspecified)	1.9	11	8	2	2	0	6	0	-2	-4
CCC(=O)c1ccc(OCC(O)CN2CCCCC2)cc1 (stereo unspecified)	1.8	7	2	1	-2	4	0	-1	5	0
O=C(Nc1ccc(S(=O)(=O)Nc2ncccn2)cc1)c1nn(Cc2ccccc2)c(=O)c2ccccc12	0.2	-15	5	1	23	4	4	-6	1	5
O=C(COc1ccccc1)NC(=S)Nc1ccc2c(c1)Cc1ccccc1-2	-0.8	4	-2	-5	4	-7	77*	-3	-4	6
O=C(NC(=O)c1ccccc1)Nc1ccc(Cl)cn1	-1.8	4	0	0	-2	0	3	2	-1	10
CC[C@@H](C)C(NC(=O)OC(C)(C)C)c1cn([C@@H](CCCCNC(=O)OC(C)(C)C)C(=O)N2CCN(C(=O)OC(C)(C)C)CC2)nn1 (stereo partly specified)	1.7	-13	3	-2	-2	-3	2	0	-7	0
COc1ccc2oc(=Nc3cc(F)ccc3F)c(C(N)=O)cc2c1	-1.4	-9	1	3	-1	3	6	-4	5	4
Cc1cc(Br)cn2c(Cc3ccsc3)c(-c3ccc(F)cc3)nc12	-0.6	nt	12	5	16	4	-2	5	6	10
CCN(CC)CCCNC(=O)CSc1nnc(-c2ccncc2)n1-c1ccc(OC)cc1	nt	nt	4	4	0	2	-3	3	-4	nt
COC(=O)[C@]1(C#N)CC(=O)N(C)[C@@H]1c1ccccc1	nt	nt	-1	-10	3	0	2	10	-2	nt
CCOc1ccc(N(CC(=O)Nc2ccccc2OCC)S(=O)(=O)c2c(C)noc2C)cc1	-0.1	-21	-3	-2	1	3	4	2	-24	3
O=C(NCC1CCCO1)C(c1ccc(F)cc1)N(C(=O)Cn1nnc(-c2ccc(F)cc2)n1)c1cccc(O)c1 (stereo unspecified)	-0.4	-7	15	-2	3	5	4	6	2	5
NC(=O)[C@H]1CC2(CC(c3cccc(NC(=O)[C@H]4CCC(=O)N4)c3)=NO2)CN1C(=O)c1ccccc1C(=O)c1ccccc1 (stereo partly specified)	-0.6	6	5	-1	3	0	-1	6	10	2
COc1ccc(N(CC(=O)N2CC=C(c3ccccc3)CC2)S(=O)(=O)c2c(C)noc2C)cc1	0.4	-9	-2	-3	4	3	3	5	1	8
Cc1ccc(NC(=S)NCc2ccccc2)cc1[N+](=O)[O-]	-1.6	-20	1	1	10	-4	-1	-4	-12	1
CCOc1cc(CNCCCN2CCOCC2)cc(Br)c1OCC(=O)Nc1cccc(C(F)(F)F)c1	-1.3	-19	3	-2	-8	0	-4	5	14	-1
Cc1ccc(S(=O)(=O)N(CC(=O)N2CCOCC2)c2ccc(Br)cc2)cc1	1.0	0	2	5	-5	3	3	-5	-4	-12
COc1ccc(NC(=O)CCNC(=O)C2CCN(S(=O)(=O)c3ccc(F)cc3)CC2)cc1OC	-1.7	0	0	1	-1	2	0	-1	-7	0
O=C(CSc1nc2c(c(=O)n1-c1ccc(F)cc1)SCC2)Nc1ccc2c(c1)OCO2	-2.2	8	2	6	8	4	9	-5	0	-3
Cc1cccc(C(=O)Nc2ccc(Oc3cnccn3)cc2)c1	-1.2	-9	0	-4	-3	-3	-1	-3	-9	0
CCOC(=O)C1(C(=O)OCC)C(c2ccccc2)CC(O)N1C(C)=O (stereo unspecified)	-0.8	7	2	5	-3	2	5	3	6	-1
Cc1ccc(-c2cc(N)n3nc(-c4ccc(C)cc4)cc3n2)cc1	0.1	-10	2	1	10	1	-1	-6	-4	1
COC(=O)c1ccc(C(=O)OC)c(NC(=S)N2CCN(c3ccccc3F)CC2)c1	0.3	-6	-1	1	1	-2	4	-1	-5	-6
NS(=O)(=O)c1ccc(CCNC(=O)/C=C/c2ccc(S(=O)(=O)N3CCOCC3)cc2)cc1	0.4	3	2	0	4	-3	-2	-2	3	-2
